Assay outcomes from PubChem.
bIAP act = intestinal alkaline phosphatase (bovine) activation | purified bovine IAP, CDP-star luminescence, 30 min; hits give high values; fold of DMSO-control signal, blank-subtracted | activation factor at 20 µM | hit rate 0.17% among 200,000 | AID 1016;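 active = activation factor of 2 or more at 20 µM, a signal rise over negative controls twice the positive control's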
PMI act hi M6P = increases human PMI activity with near-saturating mannose 6-phosphate; P34949; coupled PMI enzyme assay, resazurin fluorescence, 20 min; hits give high values; 1 = untreated enzyme, 0 = substrate-free blank; activation factor at 20 µM; hit rate 0.34% among 190,000; AID 1216;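 active = activation factor of 2 or more at 20 µM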
Target sequence (P34949 whole entry, looked up): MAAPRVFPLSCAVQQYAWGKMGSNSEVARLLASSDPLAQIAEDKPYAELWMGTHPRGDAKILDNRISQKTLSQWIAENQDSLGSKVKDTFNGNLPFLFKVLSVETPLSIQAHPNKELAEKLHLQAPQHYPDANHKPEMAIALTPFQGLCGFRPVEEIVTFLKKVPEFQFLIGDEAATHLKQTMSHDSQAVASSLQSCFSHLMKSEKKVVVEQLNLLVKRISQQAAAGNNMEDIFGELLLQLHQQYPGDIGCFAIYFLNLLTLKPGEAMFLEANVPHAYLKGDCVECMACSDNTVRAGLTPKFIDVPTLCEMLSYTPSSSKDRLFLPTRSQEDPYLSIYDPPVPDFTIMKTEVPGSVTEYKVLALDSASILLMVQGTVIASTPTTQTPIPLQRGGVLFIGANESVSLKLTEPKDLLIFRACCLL
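test system = human PMI in coupled enzyme assay | medium = HEPES-buffered pH 7.4 with magnesium and detergent | also added = 1.0 mM mannose-6-phosphate substrate with 0.22 mM NADP+ | compound = 20 µM single dose | times = 20 min incubation at room temperature | measured by = resorufin fluorescence (Ex 544/Em 590 nm) from resazurin via diaphorase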
PMI activator = activators of human phosphomannose isomerase | hit rate 0.005% among 190,000 | P34949 | purified human PMI, coupled resazurin fluorescence, 20 min; hits give high values; 1 = vehicle control, 0 substrate-free wells | activation factor at 20 µM;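 active = activation factor of 2 or more at 20 µM, relative to plate controls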
FLuc stim CS = firefly luciferase counter-screen for stimulation assays. activation factor at 10 µM. ATPlite luciferase biochemical, luminescence, 10 min; 0 = ATP-free wells, 1 = DMSO control. AID 1027. P08659. 200,000 tested, under 10 active;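 active = luciferase activation factor, scaled between plate controls, of at least 2 with compound at 10 µM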
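System: Luciferase/luciferin detection reagent, cell-free biochemical luciferase assay | Medium: PBS buffer for ATP | Dosing: Test compounds dosed from 2 mM stocks in 100% DMSO | Timing: 10 min at ambient temperature | Signal: Luminescence measurement of luciferase light output | Evaluation: Luciferase activation, seen as luminescence increase over controls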
NF-kB neuron act = NF-kB expression increase, human neuronal cells. fold change at 12.5 µM. hit rate 1.6% among 190,000. AID 1239. NF-kB reporter expression; hits give high values; in the data active = fold change above about 3.3
TNAP inh noacc = inhibitors of human TNAP without phosphate acceptor; purified TNAP, CDP-star luminescence, 30 min; hit rate 0.26% among 200,000; inhibition, % at 20 µM; P05186;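 active = tissue-nonspecific alkaline phosphatase inhibition above about 50% at 20 µM in the single-dose screen, limit read from the data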;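 note: 0% = DMSO negative control and 100% = EDTA positive control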
Target sequence (P05186 whole entry, looked up): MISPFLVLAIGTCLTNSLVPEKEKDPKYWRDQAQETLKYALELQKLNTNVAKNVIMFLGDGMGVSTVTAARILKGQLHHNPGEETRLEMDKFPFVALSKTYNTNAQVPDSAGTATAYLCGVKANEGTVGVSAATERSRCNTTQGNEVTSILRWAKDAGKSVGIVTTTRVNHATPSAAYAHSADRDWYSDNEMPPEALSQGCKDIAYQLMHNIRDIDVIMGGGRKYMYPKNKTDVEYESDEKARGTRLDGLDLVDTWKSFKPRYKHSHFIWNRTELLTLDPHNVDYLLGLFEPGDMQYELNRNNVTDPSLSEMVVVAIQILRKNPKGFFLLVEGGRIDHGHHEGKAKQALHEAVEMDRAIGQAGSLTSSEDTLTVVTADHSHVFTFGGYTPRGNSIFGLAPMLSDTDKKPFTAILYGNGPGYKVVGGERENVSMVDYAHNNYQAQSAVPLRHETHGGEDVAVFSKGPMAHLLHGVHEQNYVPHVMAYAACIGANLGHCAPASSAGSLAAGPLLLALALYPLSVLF
TNAP act hi DEA = increases human TNAP activity under high phosphate acceptor concentration; purified TNAP, CDP-star luminescence, 1 M DEA, 30 min; hits give high values; 0 = EDTA background, 1 = DMSO-only activity; P05186; 200,000 tested, under 10 active; activation factor at 20 µM;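 active = activation factor at least 2 at 20 µM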
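Control set: EDTA negative control, DMSO positive control / Assay system: human TNAP / Quantity: TNAP 1/800 final / Evaluation: TNAP activation factor scaled between EDTA and DMSO control wells / Measured by: luminescent substrate turnover signal / Compound dosing: one dose, 20 µM / Times: 30 min enzyme reaction at room temperature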
TNAP inh hiacc = inhibitors of human TNAP at high phosphate acceptor concentration; P05186; purified TNAP, CDP-star luminescence, 1 M DEA; inhibition, % at 20 µM; AID 1135; hit rate 0.03% among 200,000;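 active = over 50% inhibition of tissue-nonspecific alkaline phosphatase at 20 µM in the single-dose screen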;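 note: plate controls were DMSO wells for no effect and EDTA-quenched wells as full inhibition for full effect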
APP 5'UTR act = activates APP 5'UTR luciferase reporter. hit rate 1% among 190,000. activation, % at 2 µM. AID 1276. SH-SY5Y APP 5'UTR luciferase reporter, luminescence; zero percent = DMSO vehicle wells;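 active = activation above a set limit, based on mean plus 3 SD of controls, cut at about 140% in these data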; note: values of inactives mirror those of a sister screen read the other way
FLuc inh counter = counter-screen for luciferase assay inhibitors: firefly luciferase inhibition; inhibition, % at 10 µM; hit rate 1.5% among 200,000; P08659; ATPLite firefly luciferase biochemical luminescence, 10 min; AID 1006;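 active = inhibition above about 50% when tested at 10 µM, limit read from the data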
* marks the source's active call; other numbers are inactive results; . = not tested or not shown.

no.	SMILES	bIAP act	PMI act hi M6P	PMI activator	FLuc stim CS	NF-kB neuron act	TNAP inh noacc	TNAP act hi DEA	TNAP inh hiacc	APP 5'UTR act	FLuc inh counter
1	Fc1ccc(-c2csc3[n+]2CCS3)cc1	0.5	1.1	1.1	1.1	1.11	-14.3	1.1	-5.3	-3.3	-5.2
2	CCCN(CC(=O)Nc1ccc(C)cc1Br)CC(=O)Nc1ccc(F)c(F)c1F	0.7	1	0.9	1	0.73	-42.5	1	1.2	-12.1	4.0
3	O=C(Nc1ccc(Cl)cc1)OCc1cn(-c2ccccc2)nn1	1.1	1.1	1.1	1.1	1.45	-9.3	1	-3.3	-0.7	-7.0
4	Cc1cc(NC(=O)C2CCCC2)nc2c1c(=O)oc1ccccc12	1	0.9	0.8	1.1	0.39	-2.2	1	0.0	-1.4	-6.1
5	O=C(N/N=C/c1ccsc1)c1ccccn1	1.1	0.9	0.8	0.5	2.19	-12.5	1.1	-5.6	36.0	52.2*
6	CCOC(=O)c1c(C)n2c3c(cc(C)cc13)CCC2	1.1	1	1	1	1.29	-12.8	1	-3.5	9.6	-0.4
7	COc1ccc(CN2CCN(C(=O)c3cc(OC)c(OC)c(OC)c3)CC2)cc1OC	0.9	1.1	1	1.1	1.48	-12.1	1	-3.9	-0.2	-6.4
8	Cc1ccc2[nH]c(=O)c(CN(Cc3cccs3)Cc3nnnn3Cc3ccccc3)cc2c1	1	0.9	0.9	1.1	0.99	0.1	1	-4.9	-0.1	-10.6
9	O=C(NCc1ccco1)c1c(F)cccc1Cl	0.9	1	1	1.1	1.01	-11.5	1	1.3	-18.6	-5.4
10	Cc1ccc(CNC(=O)CSc2c3c(nc4ccc(Cl)cc24)CCCC3)o1	1	0.9	0.8	1	1.1	6.5	1	-0.5	.	-1.7
11	C[N+]1(C)CCC(=C2c3ccccc3CC(=O)c3sccc32)CC1	1	1	1.1	1	0.94	-4.2	1	2.9	5.5	2.0
12	COc1ccc(OCC(=O)Nc2cccc(NC(=O)c3ccco3)c2)cc1	0.9	1	1	0.8	1.28	-6.7	1	-1.6	-9.2	17.3
13	Cc1ccccc1-n1cc[nH]c1=S	1.1	1.4	1.3	1.1	1.03	-46.4	1	-3.3	-4.4	-5.4
14	CN(CCC#N)C(=O)COC(=O)c1ccccc1C(=O)c1ccc(Cl)c([N+](=O)[O-])c1	1	1	1.1	1	1.02	-4.6	1	2.2	-25.9	0.4
15	Cc1nc(CNS(=O)(=O)c2ccccc2F)cs1	1	0.7	1	1	1.03	-7.6	1	-0.9	-10.2	3.8
16	COc1ccc(OC)c(NC(=O)CNC(=O)Cn2c(C)cc3ccccc3c2=O)c1	1	1.1	1.1	1.1	0.87	14.7	1.1	-5.0	9.2	-9.8

Some of the entries so far, with two lines to a compound.
Order of values – bIAP act | PMI act hi M6P | PMI activator | FLuc stim CS | NF-kB neuron act | TNAP inh noacc | TNAP act hi DEA | TNAP inh hiacc | APP 5'UTR act | FLuc inh counter
13	Cc1ccccc1-n1cc[nH]c1=S
    1.1 | 1.4 | 1.3 | 1.1 | 1.03 | -46.4 | 1 | -3.3 | -4.4 | -5.4
14	CN(CCC#N)C(=O)COC(=O)c1ccccc1C(=O)c1ccc(Cl)c([N+](=O)[O-])c1
    1 | 1 | 1.1 | 1 | 1.02 | -4.6 | 1 | 2.2 | -25.9 | 0.4
16	COc1ccc(OC)c(NC(=O)CNC(=O)Cn2c(C)cc3ccccc3c2=O)c1
    1 | 1.1 | 1.1 | 1.1 | 0.87 | 14.7 | 1.1 | -5.0 | 9.2 | -9.8

The listing continues:
no.	SMILES	bIAP act	PMI act hi M6P	PMI activator	FLuc stim CS	NF-kB neuron act	TNAP inh noacc	TNAP act hi DEA	TNAP inh hiacc	APP 5'UTR act	FLuc inh counter
17	COc1ccc(NC(=O)COc2ccc(/C=N/NC(=O)c3cccnc3)cc2OC)cc1	0.8	0.9	0.9	1	0.59	-16.2	1	0.5	6.7	-2.3
18	O=C(O)CCc1ncc(C(F)(F)F)cc1Cl	0.9	1.1	1.1	1.1	1.06	-13.2	1	-1.2	0.5	-7.2
19	CCOC(=O)C1(CCc2ccccc2)CCN(C(=O)CCc2cnn(C)c2)CC1	1.1	1	1	1	1.56	-12.7	1	-4.6	-13.3	-2.2
20	Cc1ccc(C(=O)NCC(=O)OC(C)C(=O)Nc2ccc(N(C)C)cc2)s1 (stereo not given)	1.1	1	1	1	0.99	-10.1	1	-4.8	-13.6	-4.5
21	CCOC(=O)C(Cc1c(F)cccc1F)(NC(C)=O)C(=O)OCC	0.9	1	1.1	1.1	1	3.5	1	-3.5	0.1	-8.0
22	COc1ccc(CCC(=O)Nc2ccc3c(c2)OCCO3)cc1	1	0.9	0.9	0.9	1.06	-11.3	1.1	-5.3	15.9	11.1
23	C/C(CC(=O)Nc1ccc([N+](=O)[O-])cc1)=N/NC(=O)C1CC12CCC2 (stereo not given)	1	0.9	0.9	1.1	0.87	-4.8	1	2.5	4.2	-6.0
24	Cc1nn(CCc2nc(-c3ccco3)cs2)c2[nH]c(=O)cc(C(F)(F)F)c12	0.9	1.1	1.2	1	1.23	-24.8	1	-3.3	-9.6	-1.4
25	Cc1cccc(-n2c(SCC(=O)Nc3nonc3C)nnc2-c2ccoc2C)c1	1	1	0.9	1	1.2	-3.5	0.9	5.3	-4.4	-4.3
26	Cc1ccc(NC(=O)Cc2ccc(-n3cccc3)cc2)c(C)c1	1.2	1	1	1	1.02	-7.3	1.1	-5.6	9.0	-3.7
27	CCCc1ccc(-c2cc(C(=O)Nc3ccc([N+](=O)[O-])cn3)c3ccccc3n2)cc1	1	1	0.9	0.4	0.93	-4.7	1	1.2	22.7	58.1*
28	Cc1cc(C(=O)Nc2c(F)cc(F)cc2Br)no1	0.9	0.9	0.9	1	1.16	-3.7	1	0.5	7.1	0.3
29	CC(=O)c1cc(F)c(N2CCCC2)cc1C	0.8	1.1	1	1	0.82	-13.4	1.1	-6.7	-3.6	-4.3
30	CC(C)[C@H](N)c1nnc(SC/C=C/c2ccccc2)o1	1	1	1	1.1	1.05	-5.7	1	0.9	6.3	-5.2
31	CCC(=O)Nc1nc(N)n(-c2ccccc2)n1	0.9	1	1	1.1	1.15	-10.2	1.1	-6.3	5.4	-6.8
32	Cc1ccc(S(=O)(=O)Cc2c(C)noc2C)cc1	0.9	0.9	0.9	1	1.18	-6.2	1	3.1	18.3	0.7
33	CSc1ncc(C(C)=O)c(C)n1	1	1	1	1	1.76	-7.1	1	1.4	1.0	-1.5
34	Cc1ccc(S(=O)(=O)N2CCC(C(=O)NNC(=O)c3ccc(F)cc3)CC2)cc1	1	1.2	1.2	1.1	1.12	-20.6	1	-3.4	-7.4	-9.2
35	CC(C)(C)c1ccc(C(=O)Nc2nnc(Cc3c[nH]c4ccccc34)s2)cc1	0.7	1.1	1.1	1	1.12	1.1	1	-3.5	-4.6	-0.4
36	COC(=O)c1ccc(OCC(O)CN2C(=O)NC(C)(C)C2=O)cc1 (stereo not given)	0.9	1	1.1	1	1.03	-2.1	1	0.0	-5.4	-4.0
37	CCOC(=O)Cn1cnc(-c2ccc([N+](=O)[O-])cc2)c1	1	1	1.1	1	1.65	-11.7	1	-0.8	13.7	-2.2
38	COc1cc(C(=O)N/N=C/c2ccc(OC)c(CN3CCN(c4ccc(F)cc4)CC3)c2)ccc1O	1.2	0.8	0.8	0.9	0.91	-11.5	1.1	-6.6	0.0	5.1
39	CCOc1ccc(NC(=O)N2CCC(n3nnc4ccccc43)CC2)cc1	1.1	0.8	1	1	1.05	-7.0	1.1	-5.0	4.7	-4.7
40	O=C(NS(=O)(=O)c1ccccc1)c1ccccc1	0.9	1	0.9	1.1	1.03	-11.7	1.1	-5.6	-1.1	-6.7
41	CCn1c(SCC(=O)O)nnc1-c1ccccc1OC	1	.	.	1	1.29	-1.0	1	1.0	-0.1	-0.7
42	COc1ccc(C(=O)c2c[nH]c3ccccc23)cc1	0.8	1	1	0.4	3.52*	-3.8	1.1	-5.0	96.4	63.5*
43	CCOc1ccc(/C=N/Nc2ccc(C(F)(F)F)cc2[N+](=O)[O-])cc1O	1.1	1	1	1	1.24	14.8	0.7	25.9	45.2	0.7
44	N#C/C(=C\c1ccccc1OCc1ccc(C(=O)O)cc1)c1ccccc1	0.9	1	1	1.1	1.13	-2.7	1	2.3	-9.0	-5.3
45	COC(=O)c1ccc2c(c1)NC(=O)C(N1CCCCC1)S2 (stereo not given)	1	1	1	1.1	1.09	-13.7	1.1	-6.0	0.4	-5.8
46	COc1cc(OC)cc(C(=O)NC2CCN(CC(=O)Nc3cccc4ccccc34)CC2)c1	1	0.8	0.9	1	0.9	-18.5	1.1	-6.3	8.6	0.7
47	CC(=O)c1cccc2c(O)c(C3=Nc4ccccc4C3=O)[nH]c12	0.9	0.6	0.8	0.7	4.14*	29.3	0.9	14.0	105.2	30.6
48	COc1cc(CO)c(Br)cc1OCC(=O)Nc1ccccc1C	0.9	1.1	1.1	1	1.37	-12.1	1	-2.8	12.0	-0.5
49	Cc1ccc(-c2nnc3n2N=C(c2ccccc2Br)CS3)cc1	0.8	1	1	1.1	1.62	-3.1	1	-3.6	-0.2	-7.2
50	Cc1cccc(C(C)C)c1NC(=O)c1cccnc1	0.9	0.9	0.9	1.1	1.22	-15.1	1.1	-5.9	-6.3	-7.5
51	O=S(=O)(NCCc1csc(-c2ccc(C(F)(F)F)cc2)n1)c1ccc2c(c1)OCCO2	0.6	0.8	0.8	1.1	0.93	0.4	1	-3.3	3.9	-11.0
52	COc1ccc(OC)c(-n2nnnc2SCC(=O)Nc2ccc3c(c2)OCCO3)c1	0.9	0.9	0.9	1	1.12	-7.0	1	-2.6	-16.6	-4.9
53	CCCN(CCC)CC(=O)NCC1(c2ccccc2)CCOCC1	1	1.1	1.1	1.1	1.02	-4.5	1	-0.9	-4.8	-6.3
54	NC(=O)CCn1c2ccccc2c2ccccc21	1.1	1	0.9	1	1.83	-1.1	1	-0.6	6.6	-2.8
55	CCN(CC)C(NC(=O)c1ccccc1)C(=O)c1ccccc1 (stereo not given)	1	0.9	1.1	1.1	1.22	-9.0	1.1	-6.3	45.1	-6.8
56	CCCSc1nc(C)c(CC(=O)O)c(=O)[nH]1	1	1	1.1	1	1.15	-7.1	1	-3.8	10.1	-3.2
57	CCCc1nnc(NC(=O)CCC(=O)N2CCCCCC2)s1	0.9	1.1	1.1	1.1	1.02	-1.5	1.1	-10.0	9.0	-5.2
58	CCOC(=O)C1=NNC2(c3ccccc3)C(=O)N(c3cccc(Br)c3)C(=O)C12 (stereo not given)	1	0.9	0.9	1	1.03	-7.5	1	-0.6	10.0	-1.7
59	COc1ccc(/C=N/N=C2/NC(=O)C(CC(=O)NC(C)C)S2)cc1 (stereo not given)	1.1	1	1.1	0.9	1.01	-2.6	1	-0.1	14.2	5.2
60	COc1cc(NC(=O)Cc2cccs2)c(C(=O)O)cc1OC	1	1	1	1	1.04	-2.9	1.1	-8.7	10.9	-4.1
61	Cc1ccsc1C1NC(=O)c2ccccc2N1 (stereo not given)	1	1.1	1.2	0.9	1.43	-1.4	1	2.4	-2.5	9.1
62	COc1cccc(NC(=O)CN(C)C(=O)COc2ccc3ccccc3c2)c1	0.9	0.9	0.8	1	0.9	-10.3	1	-1.4	4.1	-4.8
